# Compound activity: PubChem, Broad Institute
# PGC1a acetyl inh: modulators of PGC1a acetylation; inhibition, % at 15.6 µM; actives 0.17% (n = 350,000); AID 651687; U2OS PGC1a acetylation, AlphaScreen anti-acetyl-lysine; with virally co-expressed GCN5 acetyltransferase;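 active = every replicate shows inhibition of at least 40%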;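 note: 0% = neutral control wells and 100% = positive control wells; some results beyond the cut were filed as inactive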
# PAX8 reporter: PAX8 transcriptional activity inhibition; actives 1.2% (n = 360,000); inhibition, % at 12.6 µM; RMG-I TPO-luciferase reporter, SteadyGlo, 24 h;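 active = mean replicate inhibition at least 60% with every replicate also reaching 60%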;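 note: luciferase light reporting Pax8 driven TPO promoter activity; plate controls were median of neutral control wells for no effect and mitoxantrone controls for full effect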
# FN deposition inh: fibronectin deposition inhibition | AH1F fibroblasts, Alexa488-fibronectin deposition fluorescence, overnight | inhibition, % at 12.6 µM | actives 0.086% (n = 350,000) | AID 743247;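 active = mean inhibition across replicates of 30% or more, regardless of how many single replicates reach that level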;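 note: positive control wells lacked labelled fibronectin entirely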
#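 Measured by – fluorescence 485/525 nm · System – AH1F fibroblast monolayer, labelled fibronectin deposition · Amount – 10000 cells per well · Buffer or medium – serum-reduced DMEM (2% serum) · Doses – single dose, pinned · Also added – fluorescent fibronectin at 24 nM final · Schedule – 1 h cell attachment, overnight exposure to compound and label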
# S100A4 MyoIIA: inhibitors of human S100A4 binding to myosin IIA peptide. actives 0.14% (n = 360,000). inhibition, % at 10.7 µM. P26447. S100A4/TAMRA-MyoIIA peptide fluorescence polarization. AID 652163;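 active = mean inhibition of at least 70% across replicates, with every replicate also reaching that level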
# Target sequence (P26447 whole entry, looked up): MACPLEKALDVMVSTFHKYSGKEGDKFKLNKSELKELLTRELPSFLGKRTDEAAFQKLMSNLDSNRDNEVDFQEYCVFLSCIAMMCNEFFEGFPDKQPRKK
#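 Material: S100A4 monomer protein / Buffer or medium: 50 mM HEPES pH 7.2, 10 mM CaCl2, 100 mM KCl / Times: 5 min incubation before reading / Benchmarks: neutral control DMSO, positive control TFP / Reagent: labelled myosin peptide probe, 5 nM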
# LGR2 antag: blocks bursicon-induced cAMP signaling via Drosophila LGR2. HEK293 LGR2, CRE-luciferase, bursicon-stimulated, 4 h. inhibition, % at 9.99 µM. actives 0.35% (n = 380,000). AID 720647;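 active = drop in luminescence signal, shown as inhibition above about 50% in the replicate tests, limit read from the data, passing the limit was not always enough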;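 note: agonist challenge used bursicon conditioned medium at about half maximal strength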
# PglD DTNB: blocks C. jejuni PglD acetyltransferase activity | AID 602405 | actives 0.098% (n = 360,000) | inhibition, % at 12.5 µM | purified PglD enzyme, DTNB colorimetric CoA detection; in the data active = inhibition above about 16%, passing the limit was not always enough; note: strong numbers were not always called active
# EWS-Fli block: inhibitors of EWS/Fli oncoprotein transcriptional activity. AID 651661. inhibition, % at 12.6 µM. A673 NR0B1-luciferase reporter, viability-normalised. actives 0.67% (n = 350,000);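 active = mean inhibition of at least 50% after viability correction, with every replicate also passing that limit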;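 note: firefly luciferase signal divided by Alamar Blue viability fluorescence both relative to DMSO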
# ERAP1 inh: inhibitors of human ERAP1 aminopeptidase | actives 0.15% (n = 340,000) | Q9NZ08 | recombinant ERAP1, Leu-AMC fluorescence, 60 min | inhibition, % at 10.7 µM;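 active = mean replicate inhibition of at least 30%, or all replicates individually reaching that 30% level; inactive = mean below 30% and not every replicate reaching it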;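 note: 0% = neutral control wells and 100% = L-leucinethiol positive control wells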
# Target sequence (Q9NZ08 whole entry, looked up): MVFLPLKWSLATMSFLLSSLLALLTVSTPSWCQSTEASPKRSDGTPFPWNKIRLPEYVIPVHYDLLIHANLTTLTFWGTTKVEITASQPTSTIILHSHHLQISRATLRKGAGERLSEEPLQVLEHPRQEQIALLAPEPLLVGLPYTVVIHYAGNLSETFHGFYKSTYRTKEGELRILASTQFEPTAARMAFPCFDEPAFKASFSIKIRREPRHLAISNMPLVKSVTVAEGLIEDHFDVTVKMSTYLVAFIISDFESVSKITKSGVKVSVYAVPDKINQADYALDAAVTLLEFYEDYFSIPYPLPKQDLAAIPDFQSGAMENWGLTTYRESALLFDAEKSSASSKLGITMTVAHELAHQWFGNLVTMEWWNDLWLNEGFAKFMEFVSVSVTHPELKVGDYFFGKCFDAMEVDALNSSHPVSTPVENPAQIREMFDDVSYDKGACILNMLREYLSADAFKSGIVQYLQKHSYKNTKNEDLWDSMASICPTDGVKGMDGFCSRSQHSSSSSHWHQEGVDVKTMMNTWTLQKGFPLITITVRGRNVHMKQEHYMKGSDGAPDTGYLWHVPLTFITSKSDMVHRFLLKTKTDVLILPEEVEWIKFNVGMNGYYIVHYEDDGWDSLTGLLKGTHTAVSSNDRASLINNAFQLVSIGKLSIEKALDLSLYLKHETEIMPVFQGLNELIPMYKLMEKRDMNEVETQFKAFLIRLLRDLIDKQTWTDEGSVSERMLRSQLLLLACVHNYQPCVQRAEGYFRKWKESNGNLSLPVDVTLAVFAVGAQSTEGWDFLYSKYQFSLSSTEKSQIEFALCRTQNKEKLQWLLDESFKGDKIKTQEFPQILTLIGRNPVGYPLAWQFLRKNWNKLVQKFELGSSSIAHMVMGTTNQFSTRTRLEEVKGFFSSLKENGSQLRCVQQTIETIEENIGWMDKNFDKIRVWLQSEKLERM
# The depositor's hits bear a star; · = no result given; & = joins results of further samples.
# Order of values – PGC1a acetyl inh, PAX8 reporter, FN deposition inh, S100A4 MyoIIA, LGR2 antag, PglD DTNB, EWS-Fli block, ERAP1 inh
COc1ccc(S(=O)(=O)Nc2ccc3c(c2)C(=O)N([C@H](C)CO)C[C@@H](C)[C@@H](CN(C)C(=O)c2ccccc2)OCCCC[C@H](C)O3)cc1
 : ·, 6, -2, 0, 3, 1, -9, 2
CCC1CCCCN1CCCNC(=O)c1cn(C)c2ccc(S(=O)(=O)N3CCOCC3)cc2c1=O (centres undefined)
 : 5, -15, -8, -3, -2, -3, ·, -4
O=C1NC(Cc2cnc[nH]2)C(=O)N2CCCC12 (centres undefined)
 : ·, ·, ·, 3, -7, ·, -11, 0
C[C@@H]1CN([C@H](C)CO)C(=O)c2cc(NS(=O)(=O)c3ccccc3)ccc2O[C@@H]1CN(C)Cc1ccncc1
 : -2, -3, -3, 2, 13, 3, -3, -4
COc1ccc(NCc2nnc(SCC(=O)N3CCCc4ccccc43)o2)cc1
 : -8, 7, -5, ·, ·, 1, ·, ·
O=C(CN1C2=NCCCN2c2ccccc21)c1ccc([N+](=O)[O-])cc1
 : ·, 5, -3, 1, 25, ·, 29, 0
Cc1ccccc1NC(=O)c1c([N+](=O)[O-])c(C(C)(C)C)nn1C
 : ·, 1, -2, ·, 0, ·, 1, ·
O=c1cc(-c2ccccc2)cc(-c2ccccc2)n1CCCO
 : ·, -15, 7, -2, -30, 6, 12, -1
C/C(=N\O)C(=O)OC1CC(C)CCC1C(C)C (centres undefined)
 : -21, -11, 12, ·, ·, -1, ·, ·
C[C@@H]1CCCCO[C@H](CN(C)Cc2ccc(C(F)(F)F)cc2)[C@@H](C)CN([C@H](C)CO)C(=O)c2cc(NC(=O)Cc3ccccc3)ccc2O1
 : 14, -8, ·, ·, 1, 3, -25, ·
Cc1ccc(OCc2ccc(Br)cc2)c([N+](=O)[O-])n1
 : ·, -185, 0, 2, -103, ·, -136, -3
C[C@H](CO)N1C[C@H](C)[C@@H](CN(C)Cc2ccncc2)Oc2ncc(C#CC3CCCC3)cc2C1=O
 : -23, -5, -18, 6, 11, 1, 3, 0
COc1ccc(OCCC(=O)N2CCOCC2)cc1
 : 15, -23, -2, -3, -6, 4, 2, -4
C[C@H]1CN([C@@H](C)CO)C(=O)Cc2cc(NC(=O)Nc3ccc4c(c3)OCO4)ccc2O[C@H]1CN(C)Cc1ccccc1
 : -12, 3, ·, -20, 28, 3, -41, 1
Cn1c(=O)n(C)c2cc(NC(=O)COc3ccc(Cl)cc3)ccc21
 : 1, -1, -10, 4, 21, 5, 19, -3
CC(C)CC(=O)Nc1c(C(=O)N2CCN(Cc3ccccc3)CC2)oc2ccccc12
 : -4, -4, -4, -3, 14, 7, 6, 3
O=C(Nc1ccccc1F)N1CCCCN2[C@H](CO)[C@H](c3ccc(C4=CCCC4)cc3)[C@H]2C1
 : -5, 15, ·, -3, 3, 3, 8, 2
CN(Cc1cccnc1)C(=O)Cc1ccc(NS(=O)(=O)c2cccc(C(F)(F)F)c2)cc1
 : -2, -4, -16, 4, 6, 0, 16, 0
CN(C(=O)COC(=O)c1cc(=O)[nH]c2ccccc12)C1CCCCC1
 : -2, -84, -2, 0, -63, 4, -38, 1
COc1ccc(OCCCC(=O)OC(C)C(=O)Nc2ccccc2[N+](=O)[O-])cc1 (centres undefined)
 : ·, -9, ·, -2, -12, 5, 0, 1
COC(=O)c1sccc1S(=O)(=O)Nc1ccc(S(N)(=O)=O)cc1
 : 7, -11, 3, 2, 7, -4, -1, 5
COc1ccc(C#Cc2cnc3c(c2)C(=O)N([C@@H](C)CO)C[C@H](C)[C@H](CN(C)CC2CCOCC2)O3)cc1
 : 8, 31, 0, -1, -4, 1, -5, -2
COc1ccccc1C(=O)Nc1c2c(nn1-c1ccc(Cl)cc1)CS(=O)(=O)C2
 : ·, 8, -3, 2, -8, 3, 15, -2
O=C(CC1CC2CCC1C2)OCC(=O)c1c[nH]c2ccccc12 (centres undefined)
 : -3, -18, 4, ·, ·, -6, ·, ·
O=C(CSc1nc(-c2ccco2)cc(C(F)(F)F)n1)N1CCN(Cc2ccccc2)CC1
 : -4, 3, -5, -6, 17, ·, -3, -3
O=c1[nH]c(C(Cl)Cl)nc2sc3c(c12)CCN(Cc1ccccc1)C3
 : ·, -5, -9, 0, 5, ·, -3, -1
COC(=O)C1(C)NC(c2ccc(O)cc2)C2C(=O)N(c3ccc4c(c3)OCCO4)C(=O)C21 (centres undefined)
 : 11, 19, 3, ·, ·, -2, ·, ·
CC(C)NC(=O)N(C)C[C@H]1OCCCC[C@H](C)Oc2ccc(NC(=O)NC3CCCCC3)cc2C(=O)N([C@H](C)CO)C[C@@H]1C
 : 1&-15&-6, -11&-12&-1, -1&-4, -10&10&-1, 6&0, -4&6&0, -3&-3, 0&-2&-3
COC(=O)C(Cc1ccc(O)cc1)NC(=O)Cn1cc(C)c(=O)[nH]c1=O (centres undefined)
 : ·, -21, 6, 7, -2, 1, 17, -1
C[C@@H]1CN([C@@H](C)CO)C(=O)c2cc(NC(=O)CCCN(C)C)ccc2O[C@H]1CN(C)Cc1ccc(-c2ccccc2)cc1
 : -5, -3, 21, 3, -12, 0, 1, -1

# Two entries picked at random from the list so far, as already listed:
# Order of values – PGC1a acetyl inh, PAX8 reporter, FN deposition inh, S100A4 MyoIIA, LGR2 antag, PglD DTNB, EWS-Fli block, ERAP1 inh
C[C@@H]1CN([C@H](C)CO)C(=O)c2cc(NS(=O)(=O)c3ccccc3)ccc2O[C@@H]1CN(C)Cc1ccncc1
 : -2, -3, -3, 2, 13, 3, -3, -4
O=c1[nH]c(C(Cl)Cl)nc2sc3c(c12)CCN(Cc1ccccc1)C3
 : ·, -5, -9, 0, 5, ·, -3, -1

# 4 entries from above, reformatted.
Molecule: O=C(CSc1nc(-c2ccco2)cc(C(F)(F)F)n1)N1CCN(Cc2ccccc2)CC1
  PGC1a acetyl inh = -4
  PAX8 reporter = 3
  FN deposition inh = -5
  S100A4 MyoIIA = -6
  LGR2 antag = 17
  PglD DTNB = ·
  EWS-Fli block = -3
  ERAP1 inh = -3
Molecule: O=c1[nH]c(C(Cl)Cl)nc2sc3c(c12)CCN(Cc1ccccc1)C3
  PGC1a acetyl inh = ·
  PAX8 reporter = -5
  FN deposition inh = -9
  S100A4 MyoIIA = 0
  LGR2 antag = 5
  PglD DTNB = ·
  EWS-Fli block = -3
  ERAP1 inh = -1
Molecule: COC(=O)C1(C)NC(c2ccc(O)cc2)C2C(=O)N(c3ccc4c(c3)OCCO4)C(=O)C21 (centres undefined)
  PGC1a acetyl inh = 11
  PAX8 reporter = 19
  FN deposition inh = 3
  S100A4 MyoIIA = ·
  LGR2 antag = ·
  PglD DTNB = -2
  EWS-Fli block = ·
  ERAP1 inh = ·
Molecule: CC(C)NC(=O)N(C)C[C@H]1OCCCC[C@H](C)Oc2ccc(NC(=O)NC3CCCCC3)cc2C(=O)N([C@H](C)CO)C[C@@H]1C
  PGC1a acetyl inh = 1&-15&-6
  PAX8 reporter = -11&-12&-1
  FN deposition inh = -1&-4
  S100A4 MyoIIA = -10&10&-1
  LGR2 antag = 6&0
  PglD DTNB = -4&6&0
  EWS-Fli block = -3&-3
  ERAP1 inh = 0&-2&-3

# Additional results follow.
# Order of values – PGC1a acetyl inh, PAX8 reporter, FN deposition inh, S100A4 MyoIIA, LGR2 antag, PglD DTNB, EWS-Fli block, ERAP1 inh
CCOc1ccccc1NC(=O)COc1ccc(S(=O)(=O)N2CCCC2)cc1
 : 2, 3, 8, -5, -14, 2, 9, -5
COc1ccc(/C=N/S(=O)(=O)c2ccccc2)cc1OC
 : 30, -17, -7, -5, -12, 3, 2, -1
COc1ccc(CCNC(=O)CC2SC(=NCc3ccccc3)NC2=O)cc1 (centres undefined)
 : ·, 9, -1, 0, 13, -2, -10, -2
CCc1ccc(C2N(c3ccc(OC)cc3)C(=O)C3CCCN32)cc1 (centres undefined)
 : 9, -31, -5, 0, -4, 2, -7, 0
Cc1ccc(N(C(=O)C(F)(F)F)C(C(=O)NC2CCCCC2)c2ccncc2)cc1C (centres undefined)
 : 0, 16, 1, 4, -17, 2, 7, 0
Cc1ccccc1C(=O)NC(C)C(c1cccs1)N1CCOCC1 (centres undefined)
 : ·, 14, -5, -1, 7, 1, -1, 3
Cc1noc(C)c1NC(=O)Nc1ccc2c(c1)C(=O)N([C@@H](C)CO)C[C@@H](C)[C@H](CN(C)S(=O)(=O)c1cn(C)cn1)OCCCC[C@@H](C)O2
 : -12, 1, ·, 5, 16, 4, 2, 1
O=C1OC(Cc2ccccc2)C(c2ccccc2)C1=O (centres undefined)
 : 1, -9, -1, -6, 4, -1, 5, 4
O=C(Nc1ccccc1N1CCOCC1)c1ccc2nc[nH]c2c1
 : -1, 8, 19, -12, 9, -3, 5, 5
CNC[C@H]1Oc2ccc(NS(=O)(=O)c3ccccc3)cc2C(=O)N([C@@H](C)CO)C[C@@H]1C
 : 2, -13, ·, 7, 13, 6, -5, -2
CO[C@H]1CN(C)C(=O)c2cc(NS(=O)(=O)c3ccccc3)ccc2OC[C@H](C)N(Cc2nccs2)C[C@H]1C
 : -11, 18, -87, -4, -5, 2, 9, 0
CCC(=O)NC[C@H]1[C@H](c2ccc(C3=CCCC3)cc2)[C@H](CO)N1C(=O)C1CC1
 : -1, 11, -13, ·, -20, -1, 4, ·
CC(C)=CCC[C@H](C)C[C@@H]1CC2=C(C(=O)OC(C)(C)O2)[C@H](c2ccc(F)cc2)O1
 : -32, 9, 11, -15, 10, 5, 5, 1
O=C(Nc1nc2c(s1)CCCC2)c1nn(Cc2ccccc2)c(=O)c2ccccc12
 : ·, 0, -7, -1, -6, ·, -2, 2
CC(=O)c1ccc(NC(=S)N2CCCCCC2)cc1
 : ·, -62, 14, 4, 36, 0, -25, 3
COc1ccc(CCNS(=O)(=O)c2ccc3c(c2)CC(C)N3C(C)=O)cc1OC (centres undefined)
 : 6, 7, -8, ·, ·, -2, ·, ·
C[C@H]1CN([C@@H](C)CO)C(=O)Cc2cc(NC(=O)Cn3cnnn3)ccc2O[C@H]1CN(C)S(C)(=O)=O
 : -1, -9, ·, ·, 31, -1, -2, ·
Cc1c(C)c2c(OCC(=O)Nc3cccnc3)cc3c(c2oc1=O)CCC(C)(C)O3
 : -2, ·, ·, -3, ·, 1, -1, 0
CC12CC3CC(C)(C1)CC(NCc1ccncc1)(C3)C2
 : 5, -1, 9, 3, -7, 1, 5, -3
Cn1c(CCCOc2ccc(Cl)cc2Cl)nnc1SCC(=O)Nc1ccc(F)c(Cl)c1
 : -23, 7, 9, ·, -34, 5, ·, ·
CCOc1ccc(S(=O)(=O)N2CCC(C(=O)Nc3ccc(C)c(S(=O)(=O)N4CCOCC4)c3)CC2)cc1
 : -1, 24, -8, 0, -16, 3, 16, -2
CCc1nnc(NC(=O)CCC(=O)Nc2ccc(OC)cc2OC)s1
 : -5, -11, -6, -8, 18, 4, -2, 4
COC(=O)C1(CC2CC(c3ccc(Cl)cc3)=NO2)CCN(C(=O)OC(C)(C)C)CC1 (centres undefined)
 : 1, -10, -6, 0, ·, 0, 6, 0
COc1ccc(-c2ccnc3ncnn23)cc1
 : ·, 0, ·, 3, -3, ·, -1, 5
O=C(c1ccc(OC2CCN(CCc3ccccc3)CC2)cc1)N1CCCC(CO)C1 (centres undefined)
 : 6, -6, 0, 1, 11, ·, 7, -3
CCCCNC(=O)C1(C)CCN1C(=O)c1cccc(OC(C)=O)c1C (centres undefined)
 : -6, 3, 3, 0, 0, -6, -7, 2
CN(CC(=O)NNC(=O)CNC(=O)c1cccs1)S(=O)(=O)c1ccc(Cl)cc1
 : ·, -10, ·, -3, -1, ·, -2, -5
O=C(CN1CCOCC1)NN=C1CCCCCCCCCCC1
 : -4, -1, 6, 0, -1, 6, -1, 1
